Screening results (PubChem BioAssay)
CHO-K1 Ca antag: nonselective inhibitor or artifact in parental CHO-K1 cells; ATP-induced calcium, Fluo-8 fluorescence; inhibition, % at 3 µM; AID 602250; 0.6% of 360,000 active;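 active = inhibition above a per-plate cutoff, the plate's mean sample inhibition plus 3 SD, cut at about 24% in these data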;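 also: 0% = DMSO plus EC80 ATP and 100% = DMSO alone without ATP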
M1 ag: human M1 muscarinic receptor agonism; CHO-K1 hM1, Fluo-8 calcium fluorescence, agonist mode; 0% DMSO, 100% acetylcholine EC100; activation, % at 3 µM; 0.33% of 360,000 active; AID 588814;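 active = activation above the run's mean compound activation plus 3 SD, cut at about 16% in these data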;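 also: peak over basal fluorescence ratio within a 140 s kinetic read after compound addition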
Target sequence (P11229 whole entry, looked up): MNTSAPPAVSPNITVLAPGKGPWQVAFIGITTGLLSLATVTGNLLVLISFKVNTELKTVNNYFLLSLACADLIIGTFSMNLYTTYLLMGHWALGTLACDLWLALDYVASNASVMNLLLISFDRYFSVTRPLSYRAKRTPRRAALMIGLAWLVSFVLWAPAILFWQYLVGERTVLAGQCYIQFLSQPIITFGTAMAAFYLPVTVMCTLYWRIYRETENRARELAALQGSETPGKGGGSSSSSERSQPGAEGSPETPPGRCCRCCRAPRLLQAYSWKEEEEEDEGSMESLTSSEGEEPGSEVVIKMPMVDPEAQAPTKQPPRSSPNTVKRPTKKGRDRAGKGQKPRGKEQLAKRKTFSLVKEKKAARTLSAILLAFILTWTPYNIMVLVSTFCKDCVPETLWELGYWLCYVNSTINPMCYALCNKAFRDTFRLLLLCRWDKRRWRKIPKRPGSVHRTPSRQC
CHO-K1 Ca PAM: nonselective activator or artifact in parental CHO-K1 calcium assay; ATP EC20, Fluo-8 calcium fluorescence; 0% at ATP EC20, 100% at ATP max; activation, % at 3 µM; 0.02% of 360,000 active; AID 602247;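 active = activation above the run cutoff, the mean activation of all test compounds plus 3 SD, cut at about 40% in these data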;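 also: peak over basal fluorescence ratio in a 140 s read after ATP addition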
CHO parental Ca: signal in parental CHO cells, OX1R antagonist counter-screen; parental CHO-K1, ATP-induced calcium, Fluo-8 fluorescence; AID 463079; 0.63% of 330,000 active; inhibition, % at 5.6 µM;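 active = inhibition above that plate's mean sample inhibition plus 3 SD, cut at about 26% in these data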;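 also: 0% = ATP-challenged DMSO wells and 100% = DMSO wells without ATP; some compounds past the cut are filed as inactive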
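Measured by: calcium-sensitive Fluo-8 fluorescence / Test system: CHO parental line / Controls: ATP-challenged DMSO wells low, unchallenged DMSO wells high / Measure: % inhibition / Compound: single nominal dose of 5.6 µM per compound / Replicates: single well per compound, no replicates / Reagent: ATP as calcium-mobilizing challenge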
TAAR1 antag: antagonists of human TAAR1; CHO RD-HGA16 TAAR1, Fluo-8 calcium fluorescence, antagonist; 1.5% of 360,000 active; Q96RJ0; inhibition, % at 3 µM; AID 624466;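 active = inhibition above a per-plate cutoff, the mean inhibition of test compounds on that plate plus 3 SD, cut at about 49% in these data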;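 also: 0% = DMSO plus EC80 beta-PEA response and 100% = DMSO alone without agonist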
Target sequence (Q96RJ0 whole entry, looked up): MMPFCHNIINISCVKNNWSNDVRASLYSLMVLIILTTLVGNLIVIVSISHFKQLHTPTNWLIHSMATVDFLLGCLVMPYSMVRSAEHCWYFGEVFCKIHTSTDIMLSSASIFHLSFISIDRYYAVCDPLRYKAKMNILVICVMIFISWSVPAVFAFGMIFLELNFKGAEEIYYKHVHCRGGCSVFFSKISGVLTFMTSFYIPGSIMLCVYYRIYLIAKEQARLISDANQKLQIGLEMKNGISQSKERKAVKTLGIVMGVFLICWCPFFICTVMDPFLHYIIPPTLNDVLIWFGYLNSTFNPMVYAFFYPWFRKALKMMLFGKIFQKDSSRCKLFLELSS
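Material: RD-HGA16 CHO cells with stable hTAAR1 and Gα16; Dosing: single nominal final test compound concentration of 3 µM; Schedule: seeding 17-24 h prior, 75-min 37 °C, 30-min RT dye loading; Detection: kinetic Fluo-8 calcium fluorescence measurement; Measure: % inhibition from peak post-agonist over basal fluorescence ratio; Benchmarks: vehicle and agonist controls.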
V1aR counter: counter-screen for oxytocin receptor agonists: human V1a receptor agonists; P37288; CHO-V1R cells, Fluo-8 calcium fluorescence, agonist mode; 0% DMSO, 100% 3 nM vasopressin; activation, % at 3 µM; 0.25% of 320,000 active; AID 2797;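 active = activation above the mean activation of all tested compounds plus 3 SD, per screening run, cut at about 20% in these data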;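 also: signal is peak over basal fluorescence ratio across a 100 second FLIPR read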
TAAR1 ag: agonists of human TAAR1; Q96RJ0; CHO RD-HGA16 TAAR1, Fluo-8 calcium fluorescence; vehicle wells 0%, saturating PEA agonist 100%; activation, % at 3 µM; 0.99% of 360,000 active; AID 624467;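 active = activation above the mean activation of all test compounds in the run plus 3 SD, cut at about 38% in these data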
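Test system: RD-HGA16 (CHO) cells co-expressing Gα16 and hTAAR1 | Doses: Single dose, 3 µM | Schedule: 17-24 h seeding, 75 min 37 °C dye, 30 min RT | Evaluation: % activation from peak over basal fluorescence ratio, DMSO-to-PEA scaled | Technique: Kinetic Fluo-8 calcium fluorescence | Benchmarks: Low control DMSO, high control PEA (EC100)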
M1 ag parental: counter-screen for M1 agonists: effect in parental CHO-K1 cells; 0.48% of 360,000 active; Fluo-8 calcium fluorescence; scaled to maximal ATP response, vehicle zero; activation, % at 3 µM; in the data active = activation above about 15%;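 also: untransfected CHO-K1 host cells lacking M1 receptor as counterscreen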
OXTR potentiator: human OXTR potentiation. P30559. CHO-OTR cells, Fluo-8 calcium fluorescence, potentiator mode; 0% = oxytocin EC15, 100% = EC100. activation, % at 3 µM. 0.061% of 320,000 active;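 active = activation above that plate's cutoff, the mean activation of tested compounds plus 3 SD, cut at about 6.6% in these data, passing the limit was not always enough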;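 also: 100% uses oxytocin at 75 nM as the full agonist control; some results filed as inactive read as strong as hits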
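Measured by – Fluo-8 calcium dye fluorescence · Test system – human OTR in CHO cells · Dosing – one concentration, 3.0 µM compound · Controls – EC15 oxytocin alone as 0%, 75 nM oxytocin as 100% · Evaluation – normalized max/min fluorescence ratio, % activation · Timing – 6 min pre-incubation, 100 s read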
* = called active by the depositor; / = no result given; & = joins results of further samples. Compounds as they come; overall some 3.3% were active at least once.

Molecule	CHO-K1 Ca antag	M1 ag	CHO-K1 Ca PAM	CHO parental Ca	TAAR1 antag	V1aR counter	TAAR1 ag	M1 ag parental	OXTR potentiator
CC(C)(C)c1ccc(-n2nc(C(N)=O)c(O)cc2=O)cc1	16	-2	5	3	5	-0.2	6	-0.6	-5
CC(OC(=O)C1CSC2(C)CCC(=O)N12)C(=O)Nc1cccc(C#N)c1 (configuration not stated)	-3	-2	9	0	-7	0.0	4	0.9	-1
CCCCCC(=O)N1CCCC(c2nc(-c3ccc(OC)cc3)no2)C1 (configuration not stated)	-15	-1	9	-19	-24	5.4	12	2.0	-13
O=C(Nc1ccc(-n2nncc2-c2ccco2)cc1)c1ccc(F)cc1	-4	-3	4	-14	15	2.0	8	4.5	-9
Cc1cc(NS(=O)(=O)c2ccc(NC(=O)CCCOc3cccc(C)c3C)cc2)no1	-14	-2	10	-15	-32	-0.6	-2	0.1	-6
Cc1ccc(NC(=S)N(CCN(C)C)Cc2cc3cccc(C)c3[nH]c2=O)cc1	-9	-7	17	-15	4	1.1	2	1.4	-1
CCNC(=O)C1CCCc2c1[nH]c1ccc(Cl)cc21 (configuration not stated)	17	-9	-18	4	/	2.2	/	0.9	-13
COc1ccccc1N1CCN(C(=O)COc2ccc(S(=O)(=O)NC(C)C)cc2)CC1	-6	-6	16	-16	0	1.9	4	0.7	-15
COc1cc(/C=C2\NC(=S)N(C)C2=O)ccc1OCc1cccc(F)c1	-17	-5	-13	4	11	1.0	-3	1.8	-12
CCCCCCOC(=O)CCn1[nH]c(=O)c2ccccc2c1=O	-4	-1	1	-13	-13	-0.1	5	-0.1	4
COc1ccc2[nH]c(=O)c(CN(C(=O)c3cccnc3)c3ccc(C)cc3)cc2c1	12	-3	-5	-16	-5	0.3	4	1.5	-26
Cc1ccc(NC(=O)CCC(=O)c2ccc(F)cc2)cc1Cl	-6	-5	14	17	8	-0.4	4	1.3	-3
O=C1OC(Nc2ccc3c(c2)OCO3)c2ccccc21 (configuration not stated)	0	0	17	-10	-6	-0.9	5	-0.1	0
Cc1ccc(CN2CCCN(Cc3cc(C)ccc3C)S2(=O)=O)cc1	-2	-3	-11	-22	2	0.6	1	-0.5	-14
CSc1ncnc2c1ncn2CCCN1CCN(Cc2cccc3ccccc23)CC1	-1	-9	-12	/	-17	/	8	0.7	/
S=c1[nH]ccn1CCc1ccccc1	-8	-2	-2	-11	4	0.2	62*	0.2	-5
C[C@@H]1CC[C@H](O)/C=C/C(=O)O[C@H](C)CC[C@H](O)/C=C/C(=O)O1	3	6	-5	-7	-17	0.4	1	-0.1	5
COc1cccc(C(=O)Nc2c(F)c(F)c(F)c(F)c2F)c1	-1	-7	19	-17	-7	-0.7	12	1.3	-7
COc1ccc(S(=O)(=O)NCC(c2ccc3c(c2)OCO3)N2CCOCC2)cc1 (configuration not stated)	9	-4	-9	-16	8	0.2	0	0.2	1
CCc1nc2ccc(C(=O)N3CCN(S(=O)(=O)CC)CC3)cn2c1N(C)CCC(C)C	-5	-10	-6	/	11	/	-1	0.6	/
COc1cccc(CCNC(=O)CC2C(=O)NCCN2Cc2ccc(C)o2)c1 (configuration not stated)	-10	-3	22	-8	-17	0.6	8	0.7	-8
c1ccc(N2CCN(c3cccc(-c4cc5ccccc5s4)n3)CC2)nc1	21	-4	-16	/	-6	/	3	-0.3	/
O=C(Nc1cc(S(=O)(=O)N2CCOCC2)ccc1N1CCCCC1)c1ccccc1	2	-2	16	-26	9	-1.1	4	1.0	0
O=C(NCCCn1ccnc1)c1cccc(S(=O)(=O)Nc2ccc(F)cc2)c1	-10	3	11	/	-13	/	0	1.6	/
CCOC(=O)c1c(NC(=O)CN2CCCCC2)sc(C)c1C	-15	-4	6	-11	-2	-0.8	3	1.1	-8
CC(C)Sc1nnc([C@@H]2CCCN2C(=O)OC(C)(C)C)o1	21	4	-7	-5	-7	0.8	5	1.2	0
O=C(/C=C/c1ccc(Br)cc1)NC(=S)NNC(=O)c1ccco1	2	-1	10	3	61*	4.6	70*	-0.3	-8
COc1cccc(C(=O)N(C)CC(=O)Nc2cccc3ccccc23)c1	-21	-1	7	-22	-9	0.2	1	0.9	0
COc1ccc(/C(O)=C2\C(=O)C(=O)N(c3cc(C)on3)C2c2cccc(OC)c2OC)cc1C (configuration not stated)	-15	-1	12	-8	0	0.3	6	0.4	0
Cc1cccc(CN2CCC(CNC(=O)Cn3ncc4c([nH]c5ccccc54)c3=O)CC2)c1	14	-5	-22	-12	-36	0.2	4	-0.4	-8
O=C1CCCC(O)=C1Sc1cc(Cl)c(Cl)cc1Cl	-13	-1	25	-9	-13	0.6	3	0.6	3
CN(C)S(=O)(=O)c1cccc(C(=O)OCC(=O)Nc2ccc3c(c2)OCCO3)c1	-14	-2	-7	-8	-3	0.6	7	0.6	0
COc1ccc(OC)c(NC(=O)COC(=O)c2nc(Cl)ccc2Cl)c1	-5	-8	10	-15	-14	-1.6	1	0.7	-1
O=S(=O)(c1ccc(F)cc1)N1CCCNCC1	-14	-1	18	-11	-10	0.4	1	1.2	1
CNc1ccc(Br)cc(C(=O)/C=C/c2ccc3c(c2)OCO3)c1=O	-14	-1	20	-12	30	-0.6	19	0.2	-10
COc1ccc2c(c1OC)C(=O)OC2CC(=O)c1ccc(O)cc1 (configuration not stated)	5	-1	17	-8	-8	2.7	2	7.4	-28
CC(=O)n1nc(-c2ccccc2)nc1NCc1ccc(F)cc1	4	2	-3	-17	-12	-1.4	8	0.3	-10
C/C(=N\NC(=O)CNC(=O)c1cccnc1)c1cccc(O)c1	-1	-4	0	-8	2	-0.4	-1	-0.2	-2
Cc1ccc(Cl)cc1NC(=O)COC(=O)C12CC3CC(CC(C3)C1)C2	-7&2	-6&-6	20&17	0&-22	5&2	-0.1&-0.2	22&1	1.3&0.5	-22&-22
CC(=N)C1=C(O)CC(C)(C)CC1=O	-4	1	-3	1	6	0.4	2	0.1	-4
Cc1cc2c(C)nc(N/N=C/c3ccc([N+](=O)[O-])cc3)nc2o1	4	-3	-10	7	3	-0.4	3	0.0	-1
CCOC(=O)CN1C(=O)N[C@@H](c2cccc(C(F)(F)F)c2)C(C(C)=O)=C1C	-1	-5	-6	-9	/	0.8	/	0.1	-12
COc1ccc(NC2=NC(=S)N(c3ccccc3C)C23CCCCC3)cc1	-2	-3	10	-25	-15	-2.0	11	-0.1	-21
Cc1c(C(=O)N2CCC[C@H]2C(N)=O)oc2c(F)cccc12	-6	-1	12	/	-3	/	1	0.6	/
O=C(Nc1cccc2ncccc12)c1cccc(Br)c1	7	9	-8	/	-14	/	12	0.0	/
CCOCN(C(=O)Cn1c(C(C)O)nc2ccccc21)c1c(C)cccc1CC (configuration not stated)	-3	2	19	-24	5	0.8	4	3.2	-8
Cc1ccccc1NC(=O)c1ocnc1C	1	-1	7	-6	-1	0.9	0	2.0	-2
CCCN(CC1CC1)c1cc2c(c3c1ccn3C)C1CCC2C1 (configuration not stated)	4	-3	10	/	-27	/	3	0.7	/
Cc1onc(NC(=O)c2ccc(Cl)cc2Cl)c1Br	-17	-3	19	16	-28	0.6	0	0.9	-7
Cc1cc(NC(=O)CCC(=O)N(Cc2ccco2)C(C(=O)NC2CCCC2)c2ccc(F)cc2)no1 (configuration not stated)	-13	-6	8	-26	4	-0.7	-2	1.4	-6
CCOCCCNC(=O)C1(O)c2ccccc2NC(=O)N1c1ccc(Cl)c(Cl)c1 (configuration not stated)	-9	-5	3	-11	-8	0.0	-1	0.4	-9
COc1c(C(=O)Nc2ccc(Cc3ccncc3)cc2)ccc2ccccc12	-4	-2	19	-3	55*	8.7	11	9.7	-20
COc1ccc(S(=O)(=O)NC(=O)C2(C)CCN2C(=O)Cc2ccccc2Cl)cc1 (configuration not stated)	2	-1	14	/	-22	/	2	0.9	/
COc1cc2nc(C(C)(C)C)oc(=O)c2cc1OC	7	-3	-4	4	-12	0.4	2	0.5	-1
Cc1cccc(OCC(O)CN2CCN(S(=O)(=O)c3ccc(C)cc3C)CC2)c1 (configuration not stated)	-8	-2	-1	1	4	4.9	-1	3.5	-12
COc1ccc(C(=O)c2sc3nc(C)cc(-c4cccs4)c3c2N)cc1OC	14	7	20	5	32	6.8	11	13	-5
CCOC(=O)c1c(C)nn(Cc2cccc(Cl)c2)c1N	-15	-6	12	-12	2	0.5	11	3.1	-3
COc1ccccc1C(=O)COC(=O)CN1C(=O)NC2(CCCC2)C1=O	6	12	11	-8	6	-0.3	-1	-0.2	2
CCc1cc(=O)oc2cc(OCC(=O)N3CC[C@@]4(O)CCCC[C@H]4C3)ccc12	2	-12	-6	-8	-16	0.2	2	0.4	-1
CC1=C(C#N)C(c2cccnc2)C2=C(CCCC2=O)N1 (configuration not stated)	-14	-1	21	7	-9	0.9	-1	0.5	-8

(further entries)
Molecule	CHO-K1 Ca antag	M1 ag	CHO-K1 Ca PAM	CHO parental Ca	TAAR1 antag	V1aR counter	TAAR1 ag	M1 ag parental	OXTR potentiator
N#Cc1ccc(-c2ccccc2)nc1SCC(=O)c1cc2ccccc2oc1=O	1	-3	7	-3	-2	0.9	0	-0.1	-8
Cc1ccc(S(=O)(=O)c2ccc(Oc3ccccc3)cc2)cc1	-3	-2	-4	15	21	0.9	10	0.4	-16
CC(=O)c1ccc(Oc2ccc(C(C)=O)cc2)cc1	4	-3	6	-9	9	1.9	5	0.7	-16
Cc1cccc([C@@H]2[C@@H]3C(=O)N(C)C(=O)[C@@H]3[C@@H]3C(=O)Nc4ccccc4C(=O)N23)c1	-17	3	13	-4	1	0.9	1	4.6	2
